D1 antagonist: human D1 dopamine receptor antagonism; HEK293 TREx D1 cells, calcium flux, dopamine EC80; active compounds read low; P21728; 3.2% of 360,000 active; activity change, negative = inhibition, % at 10 µM; in the data active = activity change below about -30%; also: % is scaled to controls: 0 for no effect and ±100 for the full control effect
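Compound effects on dopamine-evoked calcium signalling were measured in tetracycline-induced HEK293 Trex D1 cells. Dopamine at EC80 followed a 180 s compound pre-read, and fluorescence was tracked kinetically for 180 s more.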
D1 potentiator: human D1 dopamine receptor positive modulation | P21728 | potentiation, % at 10 µM | 0.036% of 360,000 active | HEK293 TREx D1 cells, calcium flux, dopamine EC20 potentiation; in the data active = potentiation above about 30%; also: 0% is about no effect
RXFP1 antagonist: RXFP1 (human) relaxin receptor antagonism. 0.59% of 350,000 active. activity change, negative = inhibition, % at 57.5 µM. AID 1259400. Q9HBX9. HEK293-RXFP1, relaxin-stimulated cAMP HTRF, 30 min; active compounds read low;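 active = activity change of -60% or lower, but not beyond a set lower limit; inconclusive = change between -60% and -40%, or beyond the set limit; inactive = change above -40%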; also: % is scaled to controls: 0 for no effect and ±100 for the full control effect
D2 potentiator: positive allosteric modulators of human D2 dopamine receptor | P14416 | HEK293 T-REx D2, calcium flux, EC20 dopamine potentiation | potentiation, % at 10 µM | 0.34% of 340,000 active | AID 485347;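 active = potentiation over 3 SD above the plate norm, cut at about 30% in these data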; also: 0% is about no effect
Target sequence (P14416 whole entry, looked up): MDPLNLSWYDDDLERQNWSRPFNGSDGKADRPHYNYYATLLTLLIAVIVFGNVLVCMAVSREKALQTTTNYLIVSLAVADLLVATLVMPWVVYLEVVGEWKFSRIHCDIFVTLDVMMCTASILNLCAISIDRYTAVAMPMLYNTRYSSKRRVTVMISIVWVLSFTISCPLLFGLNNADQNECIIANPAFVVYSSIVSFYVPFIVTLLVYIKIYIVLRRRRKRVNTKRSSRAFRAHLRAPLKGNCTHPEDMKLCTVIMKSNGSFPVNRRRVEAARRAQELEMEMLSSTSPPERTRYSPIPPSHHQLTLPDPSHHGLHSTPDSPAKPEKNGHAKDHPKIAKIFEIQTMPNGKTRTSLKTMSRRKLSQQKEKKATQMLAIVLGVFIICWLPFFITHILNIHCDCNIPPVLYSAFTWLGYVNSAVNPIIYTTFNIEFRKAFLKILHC
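Using a no-wash calcium dye in inducible, force-coupled HEK293 Trex cells expressing D2, we tracked fluorescence each second for 180 s after compound, then for 180 s after EC20 dopamine to detect augmented signalling.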
RXFP1 ag: agonists of human relaxin receptor RXFP1. AID 2676. 0.3% of 370,000 active. HEK293T-RXFP1 cAMP TR-FRET, 30 min; response scale: percent of porcine relaxin response, buffer zero. Potency, µM (top dose mostly 57.5 µM), inactives show at the highest dose activation, actives largely listed as activators. Q9HBX9; also: potency is read from the fitted curve at half-maximal effect; % is scaled to controls: 0 for no effect and ±100 for the full control effect; nearly all actives have a fitted effect of over 60% in size; many of its hits are not listed in these tables
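cAMP rise read by TR-FRET after 30 min, 37C compound exposure (up to 58 uM) in RXFP1-transfected HEK293 cells with Ro 20174 present. EC50 from Hill-equation fits, with 29 nM porcine relaxin as 100% and buffer as basal.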
D1 agonist: human D1 receptor agonism; P21728; AID 504660; activation, % at 2 µM; HEK293 T-REx D1 cells, calcium flux, agonist mode; 1% of 360,000 active; in the data active = activation above about 30%; also: 0% is about no effect
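Inducible HEK293 T-REx D1 cells, force-coupled to calcium signalling, were plated at 4000 cells/well with tetracycline and held overnight at 30 C. After no-wash calcium dye loading, compound-evoked calcium rise over 180 s flagged agonists.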
Glioma ERSR ind: inducers of ER stress response in human glioma cells; Potency, µM, for the others: at the highest dose activation, actives largely listed as activators; 0.02% of 420,000 active; U87-MG GRP78 promoter luciferase reporter, 16 h; AID 602332; also: potency is read from the fitted curve at half-maximal effect; series mostly up to about 76 µM; % of control where 0% means no effect; nearly all actives have a fitted effect of over 35% in size
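ERSR induction read as luciferase luminescence (Bright-Glo, 10 min at room temperature) in stably transfected human U87-MG glioma cells exposed to compounds for 16 h, using GRP78 as sensor.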
Vif-APOBEC3G blk: blocks the Vif interaction with human APOBEC3G. Q9HC16. HeLa A3G-eYFP + Vif (tagged APOBEC3G with the HIV-1 protein that degrades it), YFP fluorescence, overnight. Potency, µM (doses to about 46.1 µM), for the others: at the highest dose activity, negative = active, most hits filed as inhibitors. 0.076% of 410,000 active;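 also: potency is read from the fitted curve at half-maximal effect; % is scaled to controls: 0 for no effect and ±100 for the full control effect; nearly all actives have a fitted effect of over 60% in size; hits raise eYFP signal because A3G escapes Vif-driven loss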
Target sequence (Q9HC16 whole entry, looked up): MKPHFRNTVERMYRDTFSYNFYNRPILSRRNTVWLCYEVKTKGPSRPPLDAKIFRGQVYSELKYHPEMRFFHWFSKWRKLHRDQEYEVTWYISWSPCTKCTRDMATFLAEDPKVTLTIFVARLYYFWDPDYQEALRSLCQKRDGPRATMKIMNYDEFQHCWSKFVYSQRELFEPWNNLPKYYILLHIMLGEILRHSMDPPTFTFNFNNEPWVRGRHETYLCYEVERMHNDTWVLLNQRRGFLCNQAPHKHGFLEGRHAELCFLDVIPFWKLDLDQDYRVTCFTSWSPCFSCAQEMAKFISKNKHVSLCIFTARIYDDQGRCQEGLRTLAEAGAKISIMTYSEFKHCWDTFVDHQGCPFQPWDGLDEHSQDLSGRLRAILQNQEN
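HeLa cells stably expressing Vif and C-terminally eYFP-tagged A3G, seeded overnight at 37 deg C, then exposed to compound by pintool overnight at 37 deg C. Rise in yellow fluorescence (Ex 488/Em 500-530, Acumen) marks blocked Vif-driven A3G degradation.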
Vif-APOBEC3F blk: Vif-A3F binding inhibition | Potency, µM (doses to about 46.1 µM), for the others: at the top dose activity, negative = active | 0.2% of 390,000 active | HeLa A3F-eYFP + Vif (tagged APOBEC3F with the HIV-1 protein that degrades it), YFP fluorescence increase; also: potency is read from the fitted curve at half-maximal effect; % of control where 0% means no effect; nearly all actives have a fitted effect of over 65% in size
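HeLa cells stably expressing A3F-eYFP plus Vif, plated and incubated overnight at 37 deg C, then exposed to compounds overnight at 37 deg C. Blocked degradation read as raised yellow fluorescence (Ex 488/Em 500-530).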
Starred values were filed as active, the others as inactive; ? = inconclusive; . = not tested or not shown. Unless noted, calls follow the shape of the dose curve; as a rule, active = well fitted curve in the direction sought with a large enough effect; inconclusive = small, poorly fitted or top-dose-only effect, or another doubt; inactive = no such curve, though single readings can be large; an effect the other way counts as inactive or inconclusive. A portion of the library (hit frequency here may not be typical).

SMILES	D1 antagonist	D1 potentiator	RXFP1 antagonist	D2 potentiator	RXFP1 ag	D1 agonist	Glioma ERSR ind	Vif-APOBEC3G blk	Vif-APOBEC3F blk
Cc1occc1C(=O)N1CCCC(N2CCN(c3ccccc3F)CC2)C1 (stereo not given)	8	-4	-15	-3	-2.2%	3	-1%	-1%	0%
CCN(CC)C1=CC2=CC(=C(C#N)C#N)CCC2CC1 (stereo not given)	-82*	-10	-1	-16	6.6%	487*	-4%	7%	?
CCOc1ccc(-c2cc(CCCC(=O)Nc3cccc(OC)c3)no2)cc1	-8	4	14	-1	0.8%	2	-10%	-25%	-15%
COc1cccc(CN(C)C(=O)c2cc(S(=O)(=O)N3CCCC3)ccc2C)c1OC	.	.	-4	.	.	.	-3%	2%	4%
COc1ccccc1OCC(=O)Nc1ccccc1C(=O)N1CCCC1	-2	-1	-2	11	-1.1%	-1	2%	-1%	1%
CCOc1nc(Nc2ccccc2F)nc(OCC)n1	-3	-11	8	11	-0.4%	0	1%	1%	2%
C[n+]1c2n(c3ccccc31)N=C(c1ccc(Br)cc1)CS2	1	-3	0	.	2.7%	3	2%	6%	-7%
NC(=O)c1ccccc1N/C=C/C(=O)c1ccc(Cl)cc1	-23	-9	4	0	-0.5%	2	-10%	1%	-6%
COc1ccc(-c2n[nH]c3c2C(c2ccc(O)cc2)N(c2ccc(Br)cc2)C3=O)cc1 (stereo not given)	-14	4	2	11	0.5%	13	-2%	-4%	-23%
COc1cccc(C(=O)Nc2cccc(C(=O)OCc3cc(=O)n4nc(C5CC5)sc4n3)c2)c1	-8	0	-4	2	5.9%	6	-2%	0%	-24%
O=C(Nc1ccc(Cl)c(Cl)c1)c1cccnc1	-28	-5	-9	-8	-1.0%	4	2%	-4%	-18%
COC(=O)c1ccc(NS(=O)(=O)c2ccc3c(c2)n(C)c(=O)n3C)cc1	12	-2	-8	6	0.1%	6	-1%	-2%	-2%
CC(=O)N1CCc2cc(S(=O)(=O)NCCC(=O)N3CCc4ccccc4C3)ccc21	-17	-7	1	-5	0.2%	9	0%	0%	2%
CCCCS(=O)(=O)N1CCCC(C(=O)Oc2ccccc2OC)C1 (stereo not given)	2	-5	-8	-1	-0.2%	-3	-5%	1%	9%
CCOc1ccc(N(CC(=O)NCc2ccco2)S(=O)(=O)c2ccc(OC)c(OC)c2)cc1	2	-4	-10	2	-0.9%	3	-4%	-1%	0%

Four entries already listed, ordered by their value in RXFP1 ag, rising:
smiles	RXFP1 ag
CCOc1nc(Nc2ccccc2F)nc(OCC)n1	-0.4%
CC(=O)N1CCc2cc(S(=O)(=O)NCCC(=O)N3CCc4ccccc4C3)ccc21	0.2%
CCOc1ccc(-c2cc(CCCC(=O)Nc3cccc(OC)c3)no2)cc1	0.8%
COc1cccc(C(=O)Nc2cccc(C(=O)OCc3cc(=O)n4nc(C5CC5)sc4n3)c2)c1	5.9%

Next part
SMILES	D1 antagonist	D1 potentiator	RXFP1 antagonist	D2 potentiator	RXFP1 ag	D1 agonist	Glioma ERSR ind	Vif-APOBEC3G blk	Vif-APOBEC3F blk
COCCN(C(=O)COC(=O)/C=C/c1ccc(C(F)(F)F)cc1)c1c(N)n(Cc2ccccc2)c(=O)[nH]c1=O	0	4	-10	-6	0.2%	7	-1%	-6%	2%
COc1ccc(OC)c(S(=O)(=O)NCC(c2cccs2)S(=O)(=O)c2ccc(F)cc2)c1 (stereo not given)	.	0	-8	19	1.3%	14	-3%	8%	5%
NC(=O)N/N=C/c1ccc(-c2ccc(S(=O)(=O)Nc3ncccn3)cc2)o1	-1	-4	0	2	3.8%	-1	-3%	2%	-30%
CN(C(=O)CCNC(=O)Cn1cnc2ccccc2c1=O)c1ccc(Br)cc1	11	-11	7	5	13%	1	-3%	0%	1%
COc1ccc(CCN2C(=O)CCC2(C)C(=O)NCc2cccnc2)cc1OC (stereo not given)	5	-6	4	8	0.3%	1	-4%	2%	2%
CC(C)NC(=O)c1onc(CSc2ccc(Cl)cc2)c1C(=O)O	-4	4	.	6	-1.4%	5	-3%	-4%	-6%
Cc1ccc(S(=O)(=O)NCCCNS(C)(=O)=O)cc1	-10	-1	4	-12	0.9%	4	-3%	4%	0%
Cc1cc(C(=O)OCC(=O)NCc2ccco2)c(C)n1-c1ccccc1	-12	-7	-7	-9	6.3%	7	3%	?	-7%
c1ccc2c(SCc3cn4ccccc4n3)nncc2c1	16	1	-4	10	8.2%	-2	0%	0%	-4%
O=C(CSc1ncn[nH]1)N1CCCCC1	3	0	-6	0	0.0%	2	1%	1%	0%
CCCCNC(=O)c1ccc2c(c1)ncn2C1CCCC1	-12	0	5	1	0.5%	-1	0%	-4%	-9%
O=C(Nc1cc(F)cc(F)c1)c1sc(Cl)nc1-c1ccccc1	-17	-8	-7	-7	?	16	-4%	0%	-20%
O=C(O)c1ccc(S(=O)(=O)N(Cc2cccs2)CC2CCCO2)cc1 (stereo not given)	4	1	-3	2	0.4%	6	2%	-10%	-10%
O=c1[nH]cnc2c1nc(SCc1ccccc1)n2C1OC(CO)C(O)C1O (stereo not given)	-4	-6	-6	2	1.0%	-3	-12%	0%	0%
CC(=O)c1cccc(N(CC(=O)N2CCOCC2)S(C)(=O)=O)c1	12	2	-12	-3	-0.7%	1	-4%	-5%	-3%
Cc1ccc2oc(=S)n(C)c2c1	-5	-4	4	-9	7.5%	7	-2%	-1%	-7%
CC(O)Cc1cn([C@@H](CCCCN)C(=O)N2CCNCC2)nn1 (stereo not given in full)	0	-2	.	8	0.4%	4	-4%	1%	5%
CC(=O)/C(=N/Nc1ccccc1C)N1CCOCC1	-9	-4	0	0	1.1%	0	-4%	3%	-1%
CCOc1ncccc1C(=O)OCc1cn2cc(Cl)ccc2n1	-14	-2	-6	-3	0.2%	3	0%	-20%	-1%
Cc1ccc(S(=O)(=O)CCC(=O)NCc2ccccc2F)cc1	-1	-4	0	4	0.5%	1	-4%	1%	-10%
CCOc1ccc(C(C)=O)cc1CSc1nnc(-c2ccncc2)n1CCOC	-20	1	4	21	0.5%	-2	-4%	-2%	-1%
COC(=O)CNC(=O)C(NC(=O)c1ccc(Cl)cc1)C(C)C (stereo not given)	-8	-5	-3	.	-1.1%	0	-1%	2%	-12%
CCOC(=O)C1=C(O)C(=O)N(c2ccc(S(N)(=O)=O)cc2)C1c1ccc([N+](=O)[O-])cc1 (stereo not given)	9	0	5	3	1.7%	6	8%	2%	3%
CN(CC(=O)Nc1ccccc1C(F)(F)F)C(=O)c1ccccc1Sc1ccccc1C#N	-3	.	8	5	-0.3%	8	-2%	7%	-3%
O=C1C2C3C=CC(CC3)C2C(=O)N1/N=C/c1ccco1 (stereo not given)	9	-10	0	6	0.5%	1	-5%	0%	6%
COc1ccc(-c2cc(C(=O)N3CCN(C(c4ccccc4)c4ccccc4)CC3)no2)cc1	0	0	-9	10	1.1%	4	2%	1%	-10%
c1ccc(C[C@H]2CN=C(Nc3ccccc3)N2CCC2CCCC2)cc1	-10	-14	.	-23	-0.1%	16	-6%	2%	-2%
CCn1c(SCC(=O)NNC(=O)c2ccccc2)nnc1-c1ccco1	2	1	-2	2	0.5%	-3	6%	1%	-12%
NC(=O)COC(=O)c1ccc(S(=O)(=O)N2CCCCCC2)cc1	5	-3	-16	10	1.6%	2	0%	-1%	-8%
c1c2c(cc3sc(N4CCCCC4)nc13)OCO2	4	4	-22	-3	-0.2%	0	-11%	1%	-4%

One compound at a time, from the list above.
Shown for CC(=O)/C(=N/Nc1ccccc1C)N1CCOCC1 → D1 antagonist = -9; D1 potentiator = -4; RXFP1 antagonist = 0; D2 potentiator = 0; RXFP1 ag = 1.1%; D1 agonist = 0; Glioma ERSR ind = -4%; Vif-APOBEC3G blk = 3%; Vif-APOBEC3F blk = -1%
Shown for COC(=O)CNC(=O)C(NC(=O)c1ccc(Cl)cc1)C(C)C (stereo not given) → D1 antagonist = -8; D1 potentiator = -5; RXFP1 antagonist = -3; D2 potentiator = .; RXFP1 ag = -1.1%; D1 agonist = 0; Glioma ERSR ind = -1%; Vif-APOBEC3G blk = 2%; Vif-APOBEC3F blk = -12%

Remaining list, next part
SMILES	D1 antagonist	D1 potentiator	RXFP1 antagonist	D2 potentiator	RXFP1 ag	D1 agonist	Glioma ERSR ind	Vif-APOBEC3G blk	Vif-APOBEC3F blk
COCc1cc(C)nc2sc(C(=O)NC3CCCCC3)c(N)c12	-22	8	-3	-8	4.8%	1	1%	-12%	2%
Cc1ccc(CCNC(=O)C2CCCN2S(=O)(=O)c2ccc3c(c2)CCC(=O)N3)cc1 (stereo not given)	-20	-4	-6	4	0.0%	-1	2%	0%	-13%
COc1ccc(CNC(=S)Nc2ccc(-c3ccccc3)cc2)cc1	-27	-7	-16	8	-0.6%	13	0%	0%	-1%
CCOc1ccc(CN2C(=O)c3ccccc3C2C(=O)NCc2cccnc2)cc1 (stereo not given)	-9	-6	15	-1	1.1%	4	-5%	-1%	-5%
CN(C)c1ccc(-c2sc(Nc3ccccc3)n[n+]2-c2ccc(F)cc2)cc1	4	-8	.	2	13%	0	-2%	0%	-7%
C/C(CC(=O)NC1CCCCC1)=N\NC(=O)c1ccc(Br)cc1	2	5	-11	-36	5.6%	-4	3%	-3%	-6%
[O-]/[N+](=C\c1ccc(F)cc1)c1ccccc1	.	1	16	-9	1.6%	1	-1%	-3%	-9%
CSCC(=O)N1CCC(n2nccc2NC(=O)c2ccc3c(c2)OCO3)CC1	9	-8	-17	-8	3.5%	2	5%	1%	0%
COc1cccc(OCC(=O)N2CCC3(CC2)CC(=O)c2ccccc2O3)c1	-6	-2	1	2	0.3%	5	-4%	0%	-2%
Cc1ccc2nc(SCC(=O)c3cc(C)n(C)c3C)[nH]c2c1	6	-1	1	-8	-0.1%	1	4%	1%	5%
CC(C)NC(=O)c1ccc(-n2nc(C(F)(F)F)c3c2CCCC3)cc1	10	0	7	5	-0.2%	9	-1%	-5%	-1%
Cc1ccn2c(=O)nc(SCC(=O)NCc3ccccc3Cl)nc2c1	6	2	-14	12	2.0%	2	-3%	1%	-9%
CCn1ncc(Br)c1C(=O)Nc1cccc(F)c1	-19	6	10	6	-1.0%	4	-2%	6%	-6%
CC(C)N(Cc1ccccc1)C(=O)CC(=O)N(Cc1ccccc1)C(C)C	4	-4	-4	35*	3.9%	1	-3%	-1%	4%
Cc1cccc(CC(=O)Nc2ccc(C(=O)N3CCOCC3)cc2)c1	-7	0	-7	7	3.4%	1	-3%	1%	5%
